SR-BI DiI-HDL act – SR-BI HDL lipid transfer activation | CHO ldlA[mSR-BI] cells, DiI-HDL uptake fluorescence, 3 h; 100 = double the neutral-control signal | activation, % at 12.5 µM | 320,000 tested, 0.096% active | AID 504775;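 active = mean replicate activation of at least 60% and every replicate at or above 60%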;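 also: 0% = median plate neutral-control signal and 100% = twice that signal; values of inactives mirror those of a sister screen read the other way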
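Material: SR-BI-overexpressing, LDLR-lacking CHO cells | Dosing: Single compound concentration, delivered by pin transfer | Probe or stimulus: Labelled HDL, 10 µg/mL | Signal: Bottom-read cell fluorescence after medium removal, ex 550/em 595 nm | Schedule: 3 h, 37 °C | Evaluation: HDL uptake via cellular fluorescence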
Arrestin-AP2 inh – human beta-arrestin and AP2 interaction inhibition. FITC-arrestin peptide / GST-AP2 beads, flow cytometry; AP2 beta2 appendage carries R879A mutation. inhibition, % at 10 µM. 340,000 tested, 0.31% active. AID 504490;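 active = inhibition above a set limit, near 3 SD of compounds lacking own fluorescence, cut at about 54% in these data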;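 also: plate controls were DMSO wells for no effect and 5 µM unlabelled arrestin peptide for full effect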
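Material – GST-tagged AP2 beta2-adaptin appendage (R879A) on 4 µm glutathione beads · Probe or stimulus – fluorescein-tagged arrestin peptide at 50 nM final · Timing – 12 min plus 1 h, RT · Detection – bead flow cytometry, FITC channel · Read-out basis – inhibition as reduced fluorescein signal on beads, percent · Medium – PBS plus Tween 20 (0.05%) and BSA (0.1%)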
NSD2 inh – blocks human histone methyltransferase NSD2; NSD2 peptide methylation, AlphaScreen, 120 min; 310,000 tested, 0.54% active; O96028; inhibition, % at 12.5 µM; in the data active = inhibition above about 50%
Cardiac RTF inh – cardiac RTF calcium desensitization; P19429+P45379; IANBD-labeled cardiac RTF, Ca2+ fluorescence; inhibition, % at 7.15 µM; 340,000 tested, 0.12% active;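 active = inhibition above the mean inhibition of all tested compounds plus 3 SD, cut at about 17% in these data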;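 also: assay run at fixed EC70 calcium of 1.6 mM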
Keap1-Nrf2 PPI – inhibitors of human Keap1-Nrf2 protein-protein interaction; Keap1 Kelch-Nrf2 peptide fluorescence polarization, 1536-well; inhibition, % at 9.4 µM; 340,000 tested, 0.15% active; AID 504523; in the data active = inhibition above about 12%;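 also: human Keap1 Kelch domain with fluorescein labeled Nrf2 9mer peptide probe; 0% = neutral control wells and 100% = peptide positive control; higher means more block of Keap1 binding to Nrf2 peptide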
PvdQ acylase – blocks Pseudomonas aeruginosa PvdQ acylase activity. inhibition, % at 10 µM. 340,000 tested, 0.063% active. purified PvdQ acylase, fluorescence plate reader; in the data active = inhibition above about 30%, passing the limit was not always enough;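 also: 0% = vehicle neutral wells and 100% = reference inhibitor wells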
PKA-R2B act – activators of human PKA-R2B complex; P22694+P31323; PKA-R2B holoenzyme dissociation, Cy5-IP20 fluorescence polarization; R2B truncated from residue 108, S112A mutant; 0% DMSO only, 100% 113 µM cGMP; activation, % at 11.4 µM; 340,000 tested, 0.079% active; AID 504700;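 active = activation above a cutoff set at the mean over all compounds plus 3 SD, cut at about 18% in these data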;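 also: higher means more holoenzyme dissociation and a rise in polarization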
Target sequence (P31323 whole entry, looked up, other chains not shown, the tested form may be a part): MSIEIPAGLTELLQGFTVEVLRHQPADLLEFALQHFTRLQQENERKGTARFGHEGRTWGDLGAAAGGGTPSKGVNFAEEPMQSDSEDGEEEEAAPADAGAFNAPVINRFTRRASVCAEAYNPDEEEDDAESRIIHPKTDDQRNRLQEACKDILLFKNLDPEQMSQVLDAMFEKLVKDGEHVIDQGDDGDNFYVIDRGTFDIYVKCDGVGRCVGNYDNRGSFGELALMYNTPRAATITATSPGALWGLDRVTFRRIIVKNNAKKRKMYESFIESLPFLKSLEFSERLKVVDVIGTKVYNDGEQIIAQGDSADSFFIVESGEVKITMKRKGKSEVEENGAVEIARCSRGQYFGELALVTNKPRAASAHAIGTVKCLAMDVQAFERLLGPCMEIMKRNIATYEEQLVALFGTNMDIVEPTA
LANA DNA inh – KSHV C-LANA DNA binding inhibition. AID 504423. inhibition, % at 9 µM. 340,000 tested, 0.078% active. MBP-C-LANA/FAM-LBS DNA binding, fluorescence polarization;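 active = highest replicate inhibition at or above 60% at 9 µM, even if other replicates fall short; inactive = all replicates below 60% inhibition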;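 also: 0% = neutral control wells and 100% = 4 µM acridine orange control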
SR-BI HDL uptake – inhibitors of mouse SR-BI mediated HDL lipid uptake; Q61009; ldlA[mSR-BI] CHO cells, DiI-HDL uptake fluorescence, 3 h; inhibition, % at 12.5 µM; 320,000 tested, 0.96% active; AID 488896;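 active = mean replicate inhibition of at least 70% and a set share of replicates each scoring 70 or more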;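 also: 0% = median of neutral control wells and 100% = median of positive control wells; values of inactives mirror those of a sister screen read the other way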
Target sequence (Q61009 whole entry, looked up): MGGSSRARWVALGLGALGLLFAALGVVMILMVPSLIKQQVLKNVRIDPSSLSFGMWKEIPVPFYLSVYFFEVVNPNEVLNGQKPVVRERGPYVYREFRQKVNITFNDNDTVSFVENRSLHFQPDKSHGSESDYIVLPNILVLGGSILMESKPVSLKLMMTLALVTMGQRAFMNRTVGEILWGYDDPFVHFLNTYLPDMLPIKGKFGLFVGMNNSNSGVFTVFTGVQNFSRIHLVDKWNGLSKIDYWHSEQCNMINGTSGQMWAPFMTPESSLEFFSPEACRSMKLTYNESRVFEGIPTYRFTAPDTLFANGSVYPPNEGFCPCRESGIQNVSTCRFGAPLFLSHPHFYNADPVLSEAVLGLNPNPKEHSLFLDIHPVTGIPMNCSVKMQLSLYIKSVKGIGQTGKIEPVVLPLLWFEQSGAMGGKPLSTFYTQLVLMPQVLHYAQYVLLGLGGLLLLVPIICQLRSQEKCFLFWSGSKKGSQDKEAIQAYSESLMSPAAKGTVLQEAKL
DAGLB inh – blocks human DAGLB lipase activity. Q8NCG7. 340,000 tested, 0.059% active. inhibition, % at 5.17 µM. HEK293T DAGLB membrane lysate, EnzChek fluorogenic substrate; in the data active = inhibition above about 34%;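 also: 0% = enzyme with vehicle and 100% = wells lacking enzyme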
Active calls of the source: *; x = not tested or not shown. An unsorted share of the library (roughly 2.1% active in at least one column).

SMILES	SR-BI DiI-HDL act	Arrestin-AP2 inh	NSD2 inh	Cardiac RTF inh	Keap1-Nrf2 PPI	PvdQ acylase	PKA-R2B act	LANA DNA inh	SR-BI HDL uptake	DAGLB inh
Cc1nn(C(C)c2n[nH]c(=S)n2-c2ccc(F)cc2)c(C)c1[N+](=O)[O-] (stereo not drawn)	12	2	-1	-3	2	-1	1	0.8	-12	0
Cc1nnc2n(C)c(=O)c3c4c(sc3n12)COC(C)(C)C4	x	5	1	-2	3	-2	-6	0.4	x	-1
COC(=O)c1ccc(N2C(=O)CC(NCc3ccccc3)C2=O)cc1 (stereo not drawn)	0	2	-1	-9	0	2	-4	0.5	0	4
Cc1ccc(CNC(=O)C2CCCN2C(=O)Nc2ccc(C)cc2)cc1 (stereo not drawn)	2	23	1	3	3	-4	0	0.2	-2	-1
O=C(Nc1ccc(S(=O)(=O)N2CCCC2)cc1)c1cccs1	-12	4	0	-3	-4	-4	4	-0.5	12	2
O=C(CSc1nc2ncc(Cl)cc2[nH]1)NCCc1ccc(F)cc1	9	-11	1	-7	1	-3	-9	0.7	-9	-2
Nc1cc(=O)[nH]n1C1CCCCC1	14	2	9	-9	-6	-13	-4	0.3	-14	-2
O=C(NCc1ccc(F)cc1)c1ccc(N2CCOCC2)c([N+](=O)[O-])c1	-9	-3	4	0	1	-5	-2	-3.0	9	1
CCc1nc(NCC2CCCO2)c2oc3ccccc3c2n1 (stereo not drawn)	-15	-6	-3	-1	-2	-13	-10	-1.9	15	-1
COc1ccc(C2c3[nH]c4ccccc4c3C[C@H]3C(=O)N(c4ccccc4C(=O)N4CCC[C@@H]4C(=O)O)C(=O)N23)cc1 (stereo partly drawn)	2	6	x	3	-3	-8	-5	0.0	-2	2
Cc1ccc(C(=O)OCC(=O)N(CCc2ccccc2)Cc2ccccc2)cc1S(=O)(=O)N1CCOCC1	-41	1	-1	-8	-5	-12	-11	-3.3	41	-2
O=C(/C=C/c1ccccc1)NC(=S)NNC(=O)c1cnccn1	-6	23	41	-6	4	2	-3	-0.8	6	0
COc1ccc(S(=O)(=O)N2CCC(NC(=O)Nc3ccc(C)cc3)CC2)cc1	-3	3	0	-1	0	-7	2	-0.5	3	-6
Nn1c(SCC(=O)N2CCCc3ccccc32)nnc1-c1ccccc1	x	-6	-1	5	0	1	-13	0.9	x	-5
COc1ccc(NC(=O)CCN2C(=O)C3C4C=CC(C4)C3C2=O)cc1 (stereo not drawn)	34	-7	-1	-4	-1	7	-3	0.6	-34	-1
CCOc1ccc(C(=S)N2CCCC2)cc1	6	-9	1	-11	3	-13	-9	-1.3	-6	0
Cc1ccc2oc(=O)c3cc(C(=O)NCCN4CCc5ccccc5C4)sc3c2c1	-45	41	x	-5	5	7	2	6.5	44	-1
Cc1ccc(CN2CCN(Cc3ccc4c(c3)OCCO4)CC2CCO)cc1 (stereo not drawn)	x	-7	2	3	-2	6	-12	3.0	x	-1
Clc1cc(Cl)cc(C2=NC(Cc3ccccc3)CO2)c1 (stereo not drawn)	5	8	x	4	-7	14	10	0.8	-5	-12
CC(C)(C)c1ccc(OCc2cnc(Cl)s2)cc1	19	-4	x	-10	-3	-3	7	1.1	-19	-10
CCOC(=O)c1c(NC(=O)CSc2cn(CC)c3ccccc23)sc2c1CCC2	-30	-3	x	-5	-2	-16	4	0.2	30	-1
CCOC(=O)C1=C(C)N(CCCC(=O)O)C(=O)NC1c1ccc(Cl)cc1Cl (stereo not drawn)	26	-2	x	-3	-5	-18	-6	0.4	-26	0
O=C1CC(N2CCN(c3ccccc3Cl)CC2)C(=O)N1c1ccc(F)cc1 (stereo not drawn)	-1	7	0	12	0	-10	-7	1.2	1	-5
CC(C)Cc1nnc(N)s1	10	8	-2	-5	-3	-12	9	-1.7	-10	2
CCOC(=O)[C@H]1[C@H]2COc3ccc(Br)cc3[C@H]2N2C(=O)CN(CCc3c[nH]c4ccccc34)C(=O)[C@@]12C	-15	2	x	-3	-6	5	-5	-0.3	15	-1
COC(=O)CSc1nnc(-c2ccc(S(=O)(=O)N3CCCCC3)cc2)o1	32	10	0	-8	1	-8	0	-4.6	-32	1
COc1ccc(/C=C2\CCC(C3CCCC3)C2=O)c(OC)c1OC (stereo not drawn)	-24	32	6	-11	1	8	3	-1.2	24	-2
O=C(NCC1CCCO1)C1c2ccccc2Oc2ccccc21 (stereo not drawn)	11	0	1	5	0	-6	-2	-0.2	-11	1
Cc1cc(C)c(C)c(S(=O)(=O)Nc2ccccc2C(=O)NN2CCOCC2)c1C	2	24	0	-8	2	-6	15	-1.6	-2	4
O=C(OCc1c(Cl)cccc1Cl)c1ccccn1	8	3	6	-7	-5	-7	4	-0.6	-8	-2

An excerpt from above, reduced to PKA-R2B act.
mol | PKA-R2B act
CC(C)Cc1nnc(N)s1 | 9
O=C(OCc1c(Cl)cccc1Cl)c1ccccn1 | 4

Carrying on:
SMILES	SR-BI DiI-HDL act	Arrestin-AP2 inh	NSD2 inh	Cardiac RTF inh	Keap1-Nrf2 PPI	PvdQ acylase	PKA-R2B act	LANA DNA inh	SR-BI HDL uptake	DAGLB inh
CSCCC(NC(=O)c1ccccc1Cl)C(=O)Nc1cccc(S(=O)(=O)N2CCCC2)c1 (stereo not drawn)	-18	15	-1	-1	1	11	-3	0.9	18	0
COc1ccc(NC(=O)COC(=O)c2cc(C)oc2C)cc1OC	-17	-9	1	0	2	-10	-6	-0.6	17	1
CC(C)NC(=O)Nc1ccc2c(c1)CC(=O)N([C@@H](C)CO)C[C@H](C)[C@@H](CN(C)C(=O)NC1CCCCC1)O2	-41	-3	x	-3	3	-6	7	-2.2	41	-4
C=CCOc1ccc(/C=N/NC(C)=O)cc1OCC	9	8	-5	-7	0	-10	-10	-1.1	-9	0
CCOc1cc(NC(=S)NCCCN2CCOCC2)c(OCC)cc1NC(=O)C1CC1	19	8	0	-4	-3	5	1	0.1	-19	-1
NC(=O)CC(NC(=O)c1ccccc1)c1ccc(N2CCC(N3CCCC3)CC2)c([N+](=O)[O-])c1 (stereo not drawn)	6	2	x	6	-3	-17	-4	-1.9	-6	0
Cc1cc(=O)[nH]c(N/N=C/c2ccccn2)n1	-1	24	-3	-10	0	-3	-5	-0.3	1	2
CCN(C(=O)c1ccc2c(=O)n3c(nc2c1)CCCCC3)c1ccc(F)cc1	-8	-6	-1	-3	1	3	4	-1.6	8	-2
COC(=O)c1ccc(C(=O)N2CCCC(Nc3ccc(C(C)C)cc3)C2)cc1 (stereo not drawn)	3	52	16	-5	-2	8	0	1.3	-3	0
CCOc1ncccc1C(=O)N(C)CC(=O)Nc1ccccc1SC	-13	-13	-1	-6	-3	-17	-10	-0.4	13	1
CC1CCCCN1CCNC(=O)c1ccc2c(=O)n(CCc3ccccc3)c(=O)[nH]c2c1 (stereo not drawn)	-29	-10	x	-7	-6	-10	-3	-0.8	29	3
COc1ccc(C(=O)N=c2nc3ccccn3s2)cc1	26	-5	-3	-5	-2	-6	-12	-0.9	-26	0
O=C(c1cccnc1NCc1ccccc1)N1CCOCC1	-2	2	-4	-9	-1	-23	-9	-0.8	2	-1
COc1cccc(CNC(=O)CCC2CCCN(Cc3cc(Cl)ccc3O)C2)c1 (stereo not drawn)	16	3	-3	4	0	0	-1	-2.0	-16	2
COCCNc1nnc(SCC(=O)NC(=O)c2ccccc2)s1	-13	-14	-1	-7	-1	-19	-7	-0.1	13	-2
CCOC(=O)c1ccc(NC(=S)N2CCN(CCN=CC3=C(O)CC(C)(C)CC3=O)CC2)cc1	-49	8	2	1	3	-6	0	-0.7	49	1
CCOc1ccc(OCCOCCNCCOC)cc1	-9	4	-6	-2	0	18	-1	1.3	9	-1
CN1C(=O)CSc2ccc(NC(=O)N3CCOCC3)cc21	-3	0	-1	-7	-3	-3	-7	1.8	3	0
CC1C(=O)N(Cc2cccc(F)c2)c2ccccc2N1C(=O)c1ccccc1 (stereo not drawn)	15	-15	0	-8	-9	-17	4	0.6	-15	-5
CCC(=O)c1ccc(OCC(=O)NCC2(N3CCCCC3)CCCCC2)cc1	4	10	-2	-20	-3	-8	9	4.1	-4	-1
O=C(CCSCCC(=O)NN=Cc1ccc(F)cc1)NN=Cc1ccc(F)cc1	-82	4	5	4	-3	-2	-3	0.3	82*	3
O=C(Nc1cccc([N+](=O)[O-])c1)C(=O)N1CCCCC1	22	7	-32	13	-7	-5	-7	0.1	-22	0
Cc1ccc(Cl)c(OCCN2CCc3ccccc3C2)c1	-13	43	-3	3	-1	5	-4	0.8	13	-10
CCn1c(SCC(=O)N/N=C/c2ccncc2)nc2ccccc21	18	1	0	-11	-4	-8	4	0.4	-18	-2
CC(C)NC(=O)c1ccc(N2CCOCC2)nc1	22	2	-3	-12	-1	-6	-1	-0.9	-22	-8
Nc1c(-c2cccs2)cnn1-c1nc(-c2ccc(Cl)cc2Cl)cs1	-35	12	-3	-7	3	-2	1	0.5	35	-10
Cc1ccc(Cc2cnc(NC(=O)/C(C#N)=C/c3ccc(-c4ccc([N+](=O)[O-])cc4)o3)s2)cc1	-53	0	-5	-9	3	-17	2	1.6	53	2
CC(NC(=O)Cn1nc(C(F)(F)F)c2c1CCC2)c1ccccc1 (stereo not drawn)	-6	-2	-3	-4	-1	-22	-2	0.1	6	-2
Cc1ccc2nc(SCC(=O)NCc3cccs3)[nH]c2c1	-14	17	0	-6	0	-16	9	0.7	14	-1
CC(C)COc1ccc(/C(=N/O)c2ccccc2)cc1	10	22	0	14	4	8	-16	0.5	-10	-21
Cc1cc(NC(=O)c2sccc2C)n(-c2nc3ccccc3[nH]2)n1	-78	8	-4	-3	0	-1	-6	-0.5	78*	-20
Cc1cc(C)cc(OCC(=O)OCC(=O)N2CC(=O)Nc3ccccc32)c1	12	-9	-2	-18	-7	-14	-8	-0.2	-12	-1
CCC(NC(=O)c1ccccc1NC(=O)c1ccco1)C(=O)NC1CCCCC1 (stereo not drawn)	-15	-5	-2	-3	2	-11	3	1.1	15	0
O=C(O)/C=C/C(=O)Nc1ccc(-n2nccc2C(F)(F)F)cc1	14	6	0	-3	2	4	-3	0.3	-14	-2
CC(C)OCC(O)CSc1ccccn1 (stereo not drawn)	-8	19	-7	-4	5	-2	13	-0.2	8	0
CN(CCOc1ccc(Cl)cc1)CC(=O)Nc1ccc(OC(F)F)cc1	-18	28	33	2	-1	3	5	1.1	18	-4
N#Cc1ccc(OCC(=O)Nc2cc(S(=O)(=O)N3CCOCC3)ccc2N2CCOCC2)cc1	-13	-4	-3	-9	1	-4	-4	-0.3	13	2

Assay outcomes (PubChem BioAssay)
